NRP1-CendR mod: NRP-1/CendR interaction modulation. FAM-RPARPAR peptide binding to NRP-1, fluorescence polarization. inhibition, % at 25 µM. hit rate 0.85% among 360,000. AID 602438;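 active = inhibition or corrected inhibition above about 18%, plus a signal ratio from 0.5 to 1.5, limit read from the data, passing the limit was not always enough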; also: strong numbers were not always called active
MT1-MMP act inh: blocks activation of human MT1-MMP; P50281; HT1080 RFP-PRO-GFP cells, GFP/RFP ratio fluorescence, overnight; percent of plate control window, DMSO zero; GFP/RFP ratio change, % at 20 µM; hit rate 0.061% among 360,000; AID 651647;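 active = GFP/RFP ratio change of at least 30% with cell ATP level not reduced by more than half and red fluorescence within 50% of control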; also: strong numbers were not always called active
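Assay system: HT1080 RFP-PRO-GFP cells | Dosing: 20 µM single dose, 1% DMSO | Incubation: Cells overnight before dosing, compound overnight, 37 °C, 5% CO2 | Evaluation: GFP/RFP fluorescence ratio | Control set: DMSO-only wells and HT1080 RFP-L50D-GFP cell wells as references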
MLLE-PAM2 inh: blocks PAM2 peptide binding to the PABP1 MLLE domain; P11940; GST-MLLE / FITC-PAM2 fluorescence polarization; inhibition, % at 20 µM; hit rate 0.36% among 360,000; in the data active = inhibition above about 35%, passing the limit was not always enough;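 also: plate controls were DMSO wells with GST-MLLE for no effect and wells lacking GST-MLLE protein for full effect; some results filed as inactive read as strong as hits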
FAS TE block: FAS thioesterase (human) inhibition; P49327; recombinant FAS-TE, OMFH fluorogenic substrate, fluorescence endpoint; inhibition, % at 15 µM; hit rate 0.67% among 360,000; AID 602261;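 active = compounds whose normalised, plate-corrected inhibition of enzyme fluorescence in the single-dose primary screen is 50% or more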;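 also: 0% = DMSO with enzyme and 100% = substrate without enzyme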
bovine MsrA act: bovine methionine sulfoxide reductase A activation; purified bovine MsrA, absorbance read-out; activation, % at 10.6 µM; hit rate 0.3% among 360,000; in the data active = activation above about 7.5%;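 also: 0% = vehicle and 100% = reference activator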
SKN-1 block: inhibitors of C. elegans SKN-1. C. elegans VP596 Pgst-4::GFP/RFP ratio, acrylamide-induced, 24 h. inhibition, % at 21.8 µM. hit rate 0.49% among 360,000;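 active = interference check ratio from 0.5 to 1.5 plus GFP to RFP signal ratio inhibition reaching or exceeding a fixed threshold, cut at about 30% in these data, passing the limit was not always enough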; also: some compounds called inactive have numbers as strong as hits
MsrA inh: inhibits bovine methionine sulfoxide reductase A. purified bovine MsrA, absorbance read-out. inhibition, % at 15.5 µM. hit rate 0.75% among 360,000. AID 651718; in the data active = inhibition above about 4.5%;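 also: 0% = vehicle wells with enzyme and 100% = reference inhibitor wells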
E coli Lon inh: inhibitors of E. coli Lon protease. P0A9M0. purified E. coli Lon protease, fluorescence polarization. inhibition, % at 7.94 µM. hit rate 0.42% among 360,000; in the data active = inhibition above about 13%, passing the limit was not always enough;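 also: 0% = enzyme with probe and DMSO and 100% = no enzyme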
Target sequence (P0A9M0 whole entry, looked up): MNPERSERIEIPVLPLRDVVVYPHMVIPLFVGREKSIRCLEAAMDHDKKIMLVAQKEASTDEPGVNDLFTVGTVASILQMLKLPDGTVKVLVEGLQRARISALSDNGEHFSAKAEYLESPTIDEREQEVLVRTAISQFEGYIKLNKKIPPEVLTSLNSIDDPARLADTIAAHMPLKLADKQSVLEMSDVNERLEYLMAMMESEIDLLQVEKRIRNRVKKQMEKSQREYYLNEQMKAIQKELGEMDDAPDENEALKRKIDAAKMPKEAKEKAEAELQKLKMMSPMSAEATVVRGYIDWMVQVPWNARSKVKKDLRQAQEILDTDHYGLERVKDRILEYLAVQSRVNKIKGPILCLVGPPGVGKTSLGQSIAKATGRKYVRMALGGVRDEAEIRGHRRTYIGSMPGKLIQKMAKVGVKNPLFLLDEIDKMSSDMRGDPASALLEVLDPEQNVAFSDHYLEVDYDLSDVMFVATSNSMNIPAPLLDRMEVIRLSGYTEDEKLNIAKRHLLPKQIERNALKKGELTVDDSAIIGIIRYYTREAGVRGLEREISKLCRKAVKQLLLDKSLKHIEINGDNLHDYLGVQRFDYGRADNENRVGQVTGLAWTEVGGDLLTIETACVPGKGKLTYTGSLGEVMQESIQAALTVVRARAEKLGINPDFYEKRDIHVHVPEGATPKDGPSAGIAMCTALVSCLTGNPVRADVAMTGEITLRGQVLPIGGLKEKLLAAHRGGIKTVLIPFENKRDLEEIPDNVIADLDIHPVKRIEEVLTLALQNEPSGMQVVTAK
TbMetRS inhib: blocks T. brucei methionyl-tRNA synthetase activity; purified T. brucei MetRS, ATP depletion, Kinase-Glo luminescence; inhibition, % at 11.9 µM; hit rate 0.4% among 360,000; AID 624268;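 active = inhibition above a per-plate cutoff of the control wells' mean inhibition plus 3 SD, cut at about 5.5% in these data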;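 also: 0% = DMSO wells median and 100% = median of wells with control inhibitor compound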
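Dosing: 11.9 µM compound single dose, 0.9% DMSO; Assay system: purified T. brucei MetRS enzyme; Measured by: Kinase-Glo luciferase luminescence reporting remaining unconsumed ATP; Schedule: 15 min plus 2 h at 25 °C.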
Starred values were filed as active, the others as inactive; nt = not tested or not shown. Rows are unselected, and some 4% of all compounds hit somewhere here.

The first 4 records as a preview:
SMILES	NRP1-CendR mod	MT1-MMP act inh	MLLE-PAM2 inh	FAS TE block	bovine MsrA act	SKN-1 block	MsrA inh	E coli Lon inh	TbMetRS inhib
Cc1oc2c(c1C(=O)c1ccccc1)C(=O)C(=O)c1ccccc1-2	3	5	2	6	9.3*	-9	1.1	7	-0.5
O=C(O)c1ccc2c(=O)n3c(nc2c1)/C(=C/c1ccc(Cl)c(Cl)c1)CC3	-64	5	-5	12	-5	-12	0.7	-8	-1.2
O=C(OCCN1CCOCC1)c1cccc(F)c1	-16	1	15	-6	-3	2	0.1	5	-1.0
COc1cc2c(c(OC)c1OC)-c1ccc(SC)c(=O)cc1C(NC=O)CC2 (stereo not given)	-10	9	0	-6	-3	-4	2.0	-5	-0.3

All compounds of this part, from the first entry:
SMILES	NRP1-CendR mod	MT1-MMP act inh	MLLE-PAM2 inh	FAS TE block	bovine MsrA act	SKN-1 block	MsrA inh	E coli Lon inh	TbMetRS inhib
Cc1oc2c(c1C(=O)c1ccccc1)C(=O)C(=O)c1ccccc1-2	3	5	2	6	9.3*	-9	1.1	7	-0.5
O=C(O)c1ccc2c(=O)n3c(nc2c1)/C(=C/c1ccc(Cl)c(Cl)c1)CC3	-64	5	-5	12	-5	-12	0.7	-8	-1.2
O=C(OCCN1CCOCC1)c1cccc(F)c1	-16	1	15	-6	-3	2	0.1	5	-1.0
COc1cc2c(c(OC)c1OC)-c1ccc(SC)c(=O)cc1C(NC=O)CC2 (stereo not given)	-10	9	0	-6	-3	-4	2.0	-5	-0.3
Fc1ccccc1N1CCN(c2ncnc3nc[nH]c23)CC1	-2	11	-10	-1	0	-9	0.5	-3	0.1
O=C(NC1CCCCC1)C1(S(=O)(=O)c2ccc(Cl)cc2)CC1	0	-3	6	-2	-2	-10	0.2	2	0.2
CC1CCCCN1Cc1cnc(Cl)s1 (stereo not given)	6	6	7	-11	-3	-14	-0.4	9	-1.1
CC(=O)Nc1ccc(S(=O)(=O)N2CCN(Cc3ccncc3)CC2)cc1	5	-3	4	-4	-3	-10	-0.2	4	-0.5
CN(CCc1ccccc1)C(=O)c1ccc(NC(=O)Cc2cccc(NC(=O)C3CCN(C(=O)C4CCCC4)CC3)c2)cc1	-4	4	-7	0	-7	-13	0.6	-5	0.4
C[C@H](NC(=O)c1nc[nH]c1C(=O)NC(c1ccccc1)c1ccccc1)C(=O)OC(C)(C)C	13	-10	-13	26	0	3	-0.3	-3	0.6
CCn1c(CC(=O)Nc2ccccc2F)nnc1SCC(=O)NC1CCCC1	-5	-5	11	-2	-4	-1	1.0	17*	-0.4
CCN(CC(=O)N1CCCC1)S(=O)(=O)c1ccc(F)cc1	9	5	1	-7	-6	-6	0.3	-9	-0.6
C=CCOC(=O)C1=C[C@@H](c2ccc(C(F)(F)F)cc2)C[C@@H](OCc2ccc(CO)cc2)O1	-12	-4	2	13	-6	-22	0.4	-11	-0.3
CC(C)CC1C(=O)N(Cc2cn(Cc3ccco3)nn2)CCS(=O)(=O)N1Cc1ccc(-c2ccncc2)cc1 (stereo not given)	-9	6	-22	2	-1	13	-0.8	4	-0.7
CCOC(=O)c1c(NC(=O)C(=O)N/N=C/c2ccccc2O)sc2c1CCCCC2	5	-12	3	-4	-5	-8	-0.8	-3	-0.6
COc1ccc(CCNC(=O)CSc2cccc3cccnc23)cc1OC	13	9	20	-4	-4	10	2.1	-7	-1.0
Cc1cccc(NC(=O)CCc2nnc3ccc(N4CCC(C)CC4)nn23)n1	-68	2	1	1	-3	21	nt	-13	-0.1
CCOC(=O)c1ccc2c(c1)n(CCO)c(C)[n+]2CC	4	-5	-123	-5	-2	11	-1.3	4	0.8
CC1(C(=O)NS(=O)(=O)C2CC2)CCN(C(=O)c2ccccc2F)C1 (stereo not given)	17	2	5	-7	-6	8	0.8	2	-0.2
Nc1cc([N+](=O)[O-])ccc1O	21	16	-20	-2	-4	0	1.2	8	-0.3
COC(=O)c1nn(-c2ccccc2)ccc1=O	14	0	-12	-6	-6	-11	0.4	11	-0.8
CC(C)C(NC(=O)C1(NC(=O)OCc2ccccc2)CCCC1)C(=O)O (stereo not given)	0	2	4	-5	-4	9	-0.6	-4	-0.2
CN1CCN(c2ccc(CNS(=O)(=O)Cc3ccc(Cl)cc3)cc2)CC1	-1	-2	-3	-4	-2	7	0.0	3	-0.1
Cc1ccc(S(=O)(=O)N2CCC(N3CCCCCC3)CC2)cc1	4	0	-3	-10	0	16	-0.5	1	-0.4
O=C(c1ccccc1)n1nc(-c2ccccc2)nc1NCc1ccco1	-2	2	-9	24	3	-4	-0.5	-2	-0.7
Cc1ccc2c(c1)/C(=C/c1ccccc1C)C(=O)N2	8	-3	-4	0	-13	-7	-0.4	1	-1.7
CC1=CC2=C(C=O)C(=O)C(C)(O)C(O)C2=CO1 (stereo not given)	0	1	8	-10	-5	20	2.0	-22	0.5
CCc1nc2ccc(C(=O)N(CC)CCN(C)C)cn2c1N(C)C(=O)c1cccc(OC)c1	0	-4	10	-11	-2	7	-0.4	-6	0.3
Cc1cccn2cc(CCNC(=O)c3ccco3)nc12	7	0	-6	-8	-1	-8	0.9	4	0.1
Cn1c(=O)c(-c2cc(=O)[nH][nH]2)c(O)c2ccccc21	10	4	24	-6	-2	3	0.7	1	-0.4
O=C(N/N=C/c1cccc(O)c1)c1csc2ccccc12	-6	2	-1	2	-3	24	1.3	-5	-0.1
CCc1c(C(=O)NNC(=S)NC2CCCCC2)csc1C	-6	7	-16	-4	-7	2	3.5	2	-1.2
COc1ccc(NC(=O)C/C(C)=N/NC(=O)C(=O)NC2CCCCC2)c(OC)c1	-9	1	-5	-4	1	-5	0.1	5	0.0
O=C(NNc1nc2c(F)cc(F)cc2s1)C1COc2ccccc2O1 (stereo not given)	0	-1	-13	4	-3	6	1.8	-9	-0.3
CCOc1ccc(-n2c(=O)c3sccc3n(CC(=O)NCc3ccco3)c2=O)cc1	-6	-3	-8	-6	0	-22	-1.0	8	-0.6
Cn1nnnc1SCC(=O)Nc1ccccc1[N+](=O)[O-]	6	-4	0	-10	-11	-13	0.3	-11	-1.9
O=C(O)CC(CCc1ccccc1)OC1OC(CO)C(O)C(O)C1O (stereo not given)	-43	3	-4	2	-5	-1	0.6	-8	-0.2
Cc1cc2c(c(=O)n1CCc1ccccc1)C(c1ccco1)C(C#N)=C(N)O2 (stereo not given)	-14	-8	-10	4	-2	8	1.7	6	0.2
N#C/C(=C\c1ccc2c(c1)OCO2)C(N)=S	1	-3	21	-7	-1	14	0.5	-3	-0.1
Cc1ccc(NC(=O)CCNS(=O)(=O)c2ccc3[nH]c(=O)oc3c2)cc1F	-3	-1	-10	-7	-1	12	-0.1	2	0.5
O=c1[nH]cnc2c1ncn2-c1ccc(Cl)cc1	16	4	4	-8	-1	-11	0.6	-4	-0.2
CC(C)(C)OC(=O)C(C1NC(C(=O)O)C(C)(C)S1)N1C(=O)c2ccccc2C1=O (stereo not given)	-23	-2	-1	-7	-3	-1	-1.0	-4	-0.2
Cc1ccc(NC(=O)COc2ccc(-c3nnco3)cc2)cc1S(=O)(=O)N1CCOCC1	9	-9	12	2	2	-9	0.1	-2	-0.3
N#Cc1ccc(-c2ccc(F)cc2)nc1SCC(=O)Nc1sc2c(c1C#N)CCC2	-20	-101	-26	2	-1	16	1.1	-47	-0.3
CNC(=S)NN(c1ccccc1)c1ccccc1	44*	-1	17	-4	-10	-12	nt	-2	-1.7
COc1cc(N)c(C(O)c2nccc3cc(OC)c(OC)cc23)cc1OC (stereo not given)	8	17	-16	-2	0	14	1.6	-8	-0.4
COc1ccc(/C=N/Nc2ncnc(Cl)c2N)cc1OC	3	4	1	0	-2	-2	2.6	-7	0.2
Nc1ccccc1C(=O)N1CCCC1	-12	2	8	1	-4	11	2.1	1	0.9
Cc1ccc(C(=O)NCC(c2ccco2)N2CCCCC2)s1 (stereo not given)	-15	-10	-1	-5	-1	15	-1.4	-8	-0.1
Cc1[nH]c(=O)c(C#N)c(C)c1CSc1ncccn1	2	2	-10	-3	-7	4	2.8	2	-0.3
Remaining list, next part
SMILES	NRP1-CendR mod	MT1-MMP act inh	MLLE-PAM2 inh	FAS TE block	bovine MsrA act	SKN-1 block	MsrA inh	E coli Lon inh	TbMetRS inhib
CC(=O)Nc1ccc(S(=O)(=O)NNC(=O)CCC(=O)NCc2ccccc2)cc1	-1	-2	2	-7	-3	-3	-0.6	3	-0.4
O=C(Nc1cccc(F)c1)c1c(F)c(F)c(F)c(F)c1F	-11	-2	-6	1	-1	17	-0.2	5	-0.4
COCCCn1c(C)nnc1SCc1ccc(C(C)(C)C)cc1	7	0	-14	4	-6	-2	-0.6	5	-0.2
COC(=O)c1[nH]c2ccc(C)cc2c1NC(=O)CN1CCCc2ccccc21	-20	-23	-56	6	-3	27	1.6	-4	0.5
CCCCN(C)c1c(C)nc2ccc(C(=O)NCCc3c[nH]c4ccccc34)cn12	-5	0	-35	21	1	17	-1.2	-2	-0.6
O=C(NCc1ccc2c(c1)OCO2)c1ccc2c(=O)n(C3CCCC3)c(=O)[nH]c2c1	-7	-1	4	-14	-12	-14	1.8	0	-1.5
CCCN=Cc1ccc(O)cc1	-5	1	-8	-4	-6	9	1.8	1	-0.7
CC1CCN(Cc2c(C(=O)N/N=C/c3ccc(C(C)C)cc3)nnn2-c2nonc2N)CC1	16	-5	4	15	-7	2	-1.3	-6	-0.7
N#Cc1ccccc1S(=O)(=O)N1CCN(C(=O)c2cn(-c3ccccc3)nc2-c2cccnc2)CC1	-4	-1	-1	4	0	7	-1.3	-7	-0.3
CC1CCCN(C(=O)NC2CC(=O)N(c3ccc4c(c3)OCCO4)C2)C1 (stereo not given)	4	8	2	-2	-2	-4	0.2	2	-0.2
CC1CCCC(C)N1CCCNC(=O)c1csc2c1CCCCC2 (stereo not given)	2	1	-2	-5	-1	-4	0.3	-11	-0.2
COc1cc(C(=O)NCC2CCCO2)ccc1OCc1ccc(Cl)cc1 (stereo not given)	-8	2	7	-1	-3	6	-0.9	-2	-0.2
COc1ccc(S(=O)(=O)N2C3CCC2CC(NC(=O)NC2CCCCC2)C3)cc1 (stereo not given)	-8	-4	11	-5	-4	10	0.1	82*	-0.4
COc1cccc(CC(=O)NNC(=O)CN(C)S(=O)(=O)c2ccc(C)cc2)c1	0	-1	-8	-8	-2	-9	-0.4	-1	0.5
COc1cc(O)c(C(CCN2CCOCC2)c2cc(OC)c(OC)c(OC)c2)c(OC)c1 (stereo not given)	12	2	7	-7	-9	10	0.5	0	-0.1
COc1ccc(-c2c3c(=O)n(C)c(=O)n(C)c3cn2C2CCCCC2)cc1	-10	-1	-56	12	-4	7	-0.3	-4	-1.4
CC1CCN(CCCOc2ccc(Cl)cc2Br)CC1	7	-1	11	-5	-1	4	0.3	-4	5.4
Cc1ccc(S(=O)(=O)Nc2ccccc2F)cc1C(=O)N1CCCC1	-1	-3	-18	-8	-2	5	-1.5	-14	-0.1
COc1ccc(CN2C(=O)C(CC(=O)NC3CCCCC3)CC(C(=O)N(C)C)=C2C)cc1 (stereo not given)	0	5	2	-5	-1	-3	2.6	-7	-1.0
Nn1c(Cc2cccc3ccccc23)nnc1SCCOc1ccc(Br)cc1	-8	7	-33	18	-4	18	0.0	6	0.6
Cc1cc(C(=O)COC(=O)c2cc(Cl)c(O)c(Cl)c2)c(C)n1C	-5	4	8	3	-3	-3	1.0	3	-0.2

Assay outcomes deposited in PubChem BioAssay by several laboratories.
